Assay outcomes from PubChem BioAssay.
NALP1 inh: blocks the NALP1 inflammasome reconstituted in yeast; S. cerevisiae NALP1/ASC/caspase-1 growth, X-gal OD620, 72 h; inhibition, % at 10 µM; 280,000 compounds, 0.61% hits; in the data active = inhibition mostly above about 24%, no sharp cut-off; inactive = mostly below about 32%; also: some compounds called inactive have numbers as strong as hits
GalR3 antagonist: blocks the human galanin receptor 3 | AID 651719 | inhibition, % at 3 µM | 360,000 compounds, 0.44% hits | HEK293 GalR3-CNG cAMP membrane potential fluorescence; galR3 body fused to GalR1 C-terminus | O60755;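 active = inhibition above the screen-wide average plus 3 SD, cut at about 13% in these data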;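 also: forskolin and galanin both at EC90 stimulate the cells; cAMP rise reported by CNG channel membrane potential dye signal; 0% = forskolin plus galanin with DMSO and 100% = forskolin alone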
Target sequence (O60755 1-299 limits assumed): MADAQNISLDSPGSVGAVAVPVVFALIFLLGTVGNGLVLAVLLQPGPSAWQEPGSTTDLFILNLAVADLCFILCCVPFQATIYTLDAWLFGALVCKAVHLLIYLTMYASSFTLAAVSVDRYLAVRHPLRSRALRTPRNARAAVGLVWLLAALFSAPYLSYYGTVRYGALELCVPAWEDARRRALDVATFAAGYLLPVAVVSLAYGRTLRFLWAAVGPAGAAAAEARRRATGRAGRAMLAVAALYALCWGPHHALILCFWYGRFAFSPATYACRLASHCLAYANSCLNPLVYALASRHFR
MEKK2wt PB1 HTS: raises or lowers MEK5 binding to wildtype human MEKK2 PB1 domain; Q9Y2U5; binding response (% of control), % at 10 µM; bead flow cytometry, Alexa488-MEK5 binding to MEKK2 WT; actives lie on both sides; AID 1531; 290,000 compounds, 1.1% hits; in the data active = binding response below about 67% or above about 130%
GPR7 antag: blocks human GPR7 receptor signaling. AID 1861. inhibition, % at 4.4 µM. P48145. 290,000 compounds, 1.1% hits. GPR7-expressing cells, fluorescence antagonist assay; in the data active = inhibition above about 16%, passing the limit was not always enough;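 also: cells stimulated with the agonist NPW; 0% = agonist with vehicle and 100% = vehicle without agonist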
OXTR ag: human OXTR agonism; activation, % at 3 µM; P30559; CHO-OTR cells, Fluo-8 calcium fluorescence; normalized: DMSO 0%, oxytocin 100%; 320,000 compounds, 0.32% hits;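 active = activation above the mean of all tested compounds plus 3 SD, cutoff set per screening run, cut at about 20% in these data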;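 also: peak over basal fluorescence ratio from a 100 s FLIPR kinetic read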
PHOSPHO1 block: PHOSPHO1 (human) inhibition | Q8TCT1 | 290,000 compounds, 1.1% hits | recombinant PHOSPHO1, absorbance phosphatase assay | inhibition, % at 13.3 µM; in the data active = inhibition above about 60%
Target sequence (Q8TCT1 whole entry, looked up): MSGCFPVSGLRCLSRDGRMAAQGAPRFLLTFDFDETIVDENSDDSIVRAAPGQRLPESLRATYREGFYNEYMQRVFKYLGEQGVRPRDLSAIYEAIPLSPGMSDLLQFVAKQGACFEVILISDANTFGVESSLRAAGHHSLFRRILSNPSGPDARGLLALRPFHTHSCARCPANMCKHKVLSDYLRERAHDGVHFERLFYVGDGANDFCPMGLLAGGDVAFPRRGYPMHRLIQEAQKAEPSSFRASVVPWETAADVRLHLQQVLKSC
V1R ag counter: V1a receptor agonism, counter-screen for OXTR agonists; P37288; CHO-V1R cells, Fluo-8 calcium fluorescence, agonist mode; 0% DMSO, 100% 3 nM vasopressin; activation, % at 3 µM; 320,000 compounds, 0.25% hits;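 active = activation above the mean activation of all tested compounds plus 3 SD, per screening run, cut at about 20% in these data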;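 also: signal is peak over basal fluorescence ratio across a 100 second FLIPR read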
Target sequence (P37288 whole entry, looked up): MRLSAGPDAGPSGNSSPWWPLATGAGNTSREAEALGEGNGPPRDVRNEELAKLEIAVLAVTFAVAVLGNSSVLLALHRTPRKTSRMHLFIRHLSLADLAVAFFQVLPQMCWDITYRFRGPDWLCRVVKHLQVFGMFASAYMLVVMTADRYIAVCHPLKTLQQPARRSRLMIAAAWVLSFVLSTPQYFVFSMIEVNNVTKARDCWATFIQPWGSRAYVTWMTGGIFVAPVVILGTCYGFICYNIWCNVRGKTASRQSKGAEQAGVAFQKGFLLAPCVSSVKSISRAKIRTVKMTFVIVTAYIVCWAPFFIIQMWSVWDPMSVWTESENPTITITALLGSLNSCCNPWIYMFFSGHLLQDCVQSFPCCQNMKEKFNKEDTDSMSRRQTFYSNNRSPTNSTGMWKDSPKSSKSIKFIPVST
MEKK3 PB1 HTS: modulators (inhibitors or enhancers) of MEK5 binding to human MEKK3 PB1 domain | AID 1529 | 290,000 compounds, 1.4% hits | binding response (% of control), % at 10 µM | Q99759 | bead-based flow cytometry, Alexa488-MEK5 binding to MEKK3; actives lie on both sides; 0 = blocked by unlabeled MEK5, 100 = vehicle;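 active = binding response more than 3 SD above or below the average of its plate-row segment, actives on both sides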;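 also: Alexa488 bead fluorescence after subtracting the streptavidin-only scavenger bead signal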
MEKK2mut PB1 HTS: signal of MEK5 binding to mutant human MEKK2 PB1 domain | 290,000 compounds, 0.35% hits | percent response, % at 10 µM | bead flow cytometry, Alexa488-MEK5 binding to MEKK2 mutant | AID 1530; in the data active = percent response above about 24%, passing the limit was not always enough; also: inactives centre near 1; some results filed as inactive read as strong as hits; reference of the scale not given here
* marks the source's active call; other numbers are inactive results; nt = no result given; & = joins results of further samples. Not a hit list; about 5.4% have a hit in one of these screens.

SMILES	NALP1 inh	GalR3 antagonist	MEKK2wt PB1 HTS	GPR7 antag	OXTR ag	PHOSPHO1 block	V1R ag counter	MEKK3 PB1 HTS	MEKK2mut PB1 HTS
O=C(NCc1ccc2c(c1)OCO2)C1CC(c2ccc(Cl)cc2)=NO1 (configuration not stated)	7	-2	104	6	9.3	18	5.3	104	5
O=C(CSc1n[nH]c(-c2ccc(S(=O)(=O)NC3CCCCC3)cc2)n1)N1CCCC1	-2	-8	nt	-2	0.1	-12	0.5	nt	nt
Cc1ccc(-c2nn(CC(=O)Nc3ccc4c(c3)nc3n4CCOC3)c(=O)c3ccccc23)cc1	3	-2	97	-8	-1.1	4	-0.1	100	0
CCn1c(=O)n(CCOC)c(=O)c2c3c(sc21)CCCC3	-14	-2	111	-13	-2.4	-4	-1.3	115	12
Cc1cc(C(=O)N2CCN(c3ncccc3C#N)CC2)no1	6	-2	104	-4	0.0	51	2.9	102	8
CCCCc1ccc(NC(=O)C(=O)NCCN2CCN(Cc3ccc([N+](=O)[O-])cc3)CC2)cc1	-15	-6	107	-11	1.2	20	2.5	105	14
CN(C)c1ccc(N2CC(C)(C)C2=O)cc1	-3	-6	80	-9	-1.0	12	-0.1	90	-17
Cc1ccc(NC(=S)N(CCN(C)C)C(C)c2ccco2)cc1Cl (configuration not stated)	nt	7	119	-9	1.4	44	0.4	111	-1
Cc1nn(CC(=O)NCCCN2C(C)CCCC2C)c(=O)c2cc3occc3n12 (configuration not stated)	-20	-7	104	-14	0.2	12	0.3	100	4
O=C(O)c1cc(-c2ccccc2)c(N2CCOCC2)s1	10	0	100	-5	-2.1	8	-1.1	101	3
Cn1cnnc1Sc1ccc(C(=O)NCCC(c2ccccc2)c2ccccc2)cc1[N+](=O)[O-]	27	-10	94	6	-0.4	-12	-0.1	90	-4
CCN(CC)P(=O)(Nc1ccccc1Br)c1ccc(N(C)C)cc1NC(=O)c1ccco1 (configuration not stated)	-4	-3	75	-12	-2.6	-4	-1.6	99	-12
CCS(=O)(=O)c1ccc(O)c(NC(=O)NC2CCCCC2)c1	nt	-6	93	-4	1.5	-15	0.5	100	-3
CCC(=O)N1CCc2cc(S(=O)(=O)N3CCN(c4ccccc4)CC3)ccc21	6	3	96	-3	-0.2	17	0.5	100	1
CCOc1ccc2c(c1)nc(SCC(=O)c1ccc(Br)s1)n2C	8	-5	106	-4	-3.0	9	-1.2	101	5
Brc1ccccc1C1Nc2cccc3cccc(c23)N1	2	-1	99	3	-0.5	50	0.2	103	3
O=C(NC(=S)N1CCN(c2ccc(C(F)(F)F)cc2[N+](=O)[O-])CC1)c1cccs1	28	7	102	0	-0.6	21	2.2	102	14
COc1ccc(CNC(=O)CSc2ncnc3nc[nH]c23)cc1	13	-8	100	-1	-0.1	4	0.9	108	1
O=C(CNC(=O)c1ccco1)NCC(=O)OCc1ccccc1Br	-2	-3	107	18	0.4	-20	0.4	102	6
O=C(O)c1cccc(S(=O)(=O)Nc2cccc(S(=O)(=O)N3CCCCCC3)c2)c1	3	-7	93	2	0.9	-21	1.1	99	-4
Cc1ccc(-c2nn3c(C)nnc3c3ccccc23)cc1S(=O)(=O)NC(C)c1ccccc1 (configuration not stated)	-2	15*	112	-12	0.2	33	2.4	110	8
CCCCNC(=O)C1c2ccccc2C(=O)N(c2ccc(OC)cc2)C1c1ccc(OC)cc1 (configuration not stated)	13	-3	107	14	-0.4	16	0.4	109	4
CCOC(=O)c1oc2ccc(S(=O)(=O)N3CCOCC3)cc2c1C	16	-5	101	5	-0.4	24	-1.2	99	3
CC(NC(=O)c1ccccc1F)c1nnc(SCc2nc3ccccc3c(=O)[nH]2)n1C (configuration not stated)	-3	-6	60	1	0.6	11	1.1	64	-15
O=C(NNC(=O)C1CCCN(S(=O)(=O)c2ccc3ccccc3c2)C1)C1CC1 (configuration not stated)	-7	-7	96	-6	nt	52	nt	90	-1

Limited to V1R ag counter and GPR7 antag (3 entries from above):
mol	V1R ag counter	GPR7 antag
Cc1cc(C(=O)N2CCN(c3ncccc3C#N)CC2)no1	2.9	-4
CCn1c(=O)n(CCOC)c(=O)c2c3c(sc21)CCCC3	-1.3	-13
CCCCc1ccc(NC(=O)C(=O)NCCN2CCN(Cc3ccc([N+](=O)[O-])cc3)CC2)cc1	2.5	-11

(cont.)
SMILES	NALP1 inh	GalR3 antagonist	MEKK2wt PB1 HTS	GPR7 antag	OXTR ag	PHOSPHO1 block	V1R ag counter	MEKK3 PB1 HTS	MEKK2mut PB1 HTS
COc1ccccc1NC(=O)Nc1cnccn1	12	-2	94	-23	-0.8	42	-0.5	95	-4
Cc1c(NC(=O)c2ccccc2N(C)S(=O)(=O)c2ccccc2)c(=O)n(-c2ccccc2)n1C	19	0	97	-5	0.3	14	-0.1	104	0
COc1cccc(OC)c1C(=O)OCC(=O)/C(C#N)=C(\C)N	16	-3	78	-3	-0.9	2	1.1	100	-12
CCc1ccc(NC(=O)C2CCN(S(=O)(=O)c3ccc4c(c3)NC(=O)CO4)CC2)cc1	-1	-7	98	-11	0.1	37	1.0	103	2
CCOc1ccc(Br)cc1/C=N/O	nt	-8	98	-1	-1.2	-20	-0.9	98	0
Cc1ccc(-n2cnc(N)c2C(=O)c2cccc([N+](=O)[O-])c2)cc1	1	-3	93	7	-0.6	-25	-0.5	91	-13
O=C(Nc1cc(-c2ccccc2)[nH]n1)c1ccc(Cl)cc1	14	-7	95&94	-8&-20	-2.2	27&16	-0.5	88&96	-24&-4
O=C(CNS(=O)(=O)c1ccc(F)cc1)N1CCN(c2ccc(F)cc2)CC1	-34	-6	100	-14	6.6	9	6.3	103	5
O=C(O)c1ccccc1/C=N/NC(=S)NCc1ccccc1	12	9	98	-7	-0.2	2	0.0	103	-1
CNC(=S)N1CCC(NC(=O)C(Cc2ccccc2)NC(C)=O)CC1 (configuration not stated)	-12	-8	106	2	0.5	0	1.3	104	5
COC(=O)C(CCSC)NS(=O)(=O)c1ccc(Cl)cc1 (configuration not stated)	22	-5	96	-5	-1.2	-26	0.5	93	-2
O=C(NCc1ccc(Cl)cc1)C1CCC(CNc2c(N3CCCCC3)c(=O)c2=O)CC1 (configuration not stated)	35	3	108	-7	-1.0	-1	-0.8	115	14
O=C(NCC(=O)N1CCCC1)c1ccc(Br)cc1	35	-4	98	0	-0.3	44	1.0	99	-5
Cc1ccc(S(=O)(=O)N(C(=O)c2ccco2)c2cc3sc(=O)oc3c3ccccc23)cc1	28	-1	89	0	-0.1	-2	0.6	99	-1
Cc1ccc(/C=C/C(=O)NCCc2ccccc2)o1	14	-5	102	-7	-1.0	39	-0.6	105	11
O=C(NCc1csc(-c2cccs2)n1)Nc1ccc(F)cc1F	12	0	96	8	-3.3	38	-2.1	95	-6
COc1ccc(C2(c3ccc(OC)cc3)NC(=O)N(CC(=O)Nc3ccccc3C)C2=O)cc1	2	1	100	-2	nt	10	nt	100	-5
O=c1[nH]c(=O)n(C2CCCCCC2)c(O)c1C=NCc1ccc(F)cc1	26	7	93	14	-2.1	4	-0.2	99	2
COc1ccc(CNC(=O)C2CCC(CNS(=O)(=O)c3ccccc3)CC2)cc1 (configuration not stated)	17	2	104	0	2.6	42	3.7	105	5
Cc1ccc(N2CC(C(=O)NCc3ccccn3)CC2=O)cc1 (configuration not stated)	19	1	104	-13	0.7	19	0.7	106	2
COc1ccc(CNC(=S)Nc2cc(C)cc(C)c2)cc1	20	-1	99	5	1.4	15	1.9	98	1
COc1ccc(CCNC(=O)CC2COc3ccccc3O2)cc1OC (configuration not stated)	15	-1	110	-12	-0.9	9	1.7	103	10
COc1ccc2c(-c3ccccc3)cc(=S)[nH]c2c1	-7	-9	95	0	1.2	41	0.1	98	-5
COC(=O)c1ccc(Nc2c([N+](=O)[O-])ccc3nonc23)cc1	18	-8	106	-5	-0.6	33	0.5	101	4
O=C(O)CN1C(=O)/C(=C\c2cn(-c3ccccc3)nc2-c2ccccc2)SC1=S	-9	nt	92	-10	-0.8	-9	-0.7	92	0
SMILES	NALP1 inh	GalR3 antagonist	MEKK2wt PB1 HTS	GPR7 antag	OXTR ag	PHOSPHO1 block	V1R ag counter	MEKK3 PB1 HTS	MEKK2mut PB1 HTS
O=C1C(=O)N(CCCN2CCOCC2)C(c2cccs2)/C1=C(/O)c1ccc2c(c1)OCO2 (configuration not stated)	0	-4	109	-7	nt	-4	nt	107	7
CC(C)(C)OC(=O)N[C@@H](CC(=O)OCc1ccccc1)C(=O)O	-9	-2	104	-6	0.6	-32	0.7	107	8
O=C(NCC1CCCO1)c1cccc(N2C(=O)C3C4C=CC(C4)C3C2=O)c1 (configuration not stated)	0	0	104	8	1.1	-4	0.8	101	3
CC(C)C[C@@H](CO)NC(=O)CC[C@H](NC(=O)OC(C)(C)C)C(=O)N(Cc1ccccc1)Cc1ccccc1	nt	-7	101	nt	-2.5	nt	-1.1	97	1
CC(C)CCC(CCN1CCOCC1)c1ccc2c(c1)OCO2 (configuration not stated)	nt	-2	101	-4	-1.5	-2	-0.9	97	3
Cc1cccc(/C=N/Nc2ccc3ccccc3n2)c1	15	-3	100	-1	-2.0	-34	-0.9	95	-2
CN(CCO)c1cc(NCCCN2CCC(Cc3ccccc3)CC2)c2nonc2c1[N+](=O)[O-]	24	-4	118	-10	-1.3	-37	-0.6	92	0
C/C(=N/NC(=O)CNC(=O)c1cccnc1)c1cccc([N+](=O)[O-])c1	22	-1	99	-12	0.3	-5	1.0	102	-4
CCN=C1S/C(=C\c2cc(OCC)c(O)cc2Br)C(=O)N1CC	-22	16*	103	-14	-1.5	-1	0.3	105	1
CC(NC(=O)COC(=O)C1CCN(c2ccc(C(F)(F)F)cn2)CC1)c1ccc(Br)cc1 (configuration not stated)	0	-1	102	-18	2.1	33	3.3	101	7
Cc1ccc(C)c(-c2csc(-c3cccnc3)n2)c1	18	-7	103	18	-2.0	19	-1.1	104	-1
O=C(NCCN1C(=O)S/C(=C\c2cccnc2)C1=O)c1ccc(S(=O)(=O)N2CCCC2)cc1	nt	1	73	-18	0.0	38	0.6	79	-31
Nc1nonc1C(=O)N/N=C/c1ccc(-c2cccc([N+](=O)[O-])c2)o1	3	-2	112	6	-0.2	51	0.4	104	9
CCOC(=O)/C(C#N)=C\c1ccc2c(c1)OCO2	nt	-8	100	3	0.1	nt	0.2	102	0
Cc1cccc(/C(N)=N/OC(=O)Cc2ccccc2)c1	-12	-2	98	-19	-0.2	-11	-1.3	100	-4
O=C(/C=C/c1ccccc1)NNC1=NS(=O)(=O)c2ccccc21	2	-3	98	2	-0.7	-6	-0.4	91	-2
COc1ccc(-c2csc(NC(=O)c3ccc(N4C(=O)CCC4=O)cc3)n2)cc1OC	-10	-4	92	1	1.8	-4	2.2	100	-12
COc1ccc(C(=O)CCC(=O)Nc2ccc(Cl)cc2)cc1	13	-9	105	1	nt	20	nt	103	2
CC(NCc1ccccc1Cl)C(=O)Nc1ccc(S(=O)(=O)N2CCCC2)cc1 (configuration not stated)	33	2	104	-3	0.3	-7	0.9	100	0
COc1ccc(OCCSc2nc(C)nc3ccccc23)cc1	-3	-8	101	-4	-0.2	12	0.5	104	-2
O=C(NCCO)Nc1ccc(Cl)cc1	1	-6	104	-19	0.8	69*	1.4	103	2
